Source: PubChem
RGS4 inh = blocks human RGS4-accelerated GTP hydrolysis. AID 504845. Transcreener GDP fluorescence polarization, RGS4-accelerated GTP hydrolysis. Potency, µM (series often up to 114 µM), for the others: top-dose activity change, negative = inhibition, usual class: inhibitors. 390,000 compounds, 0.039% hits; note: potency is the fitted concentration of half-maximal effect; % is set by controls: 0 for no effect and ±100 for the full control effect; nearly all actives have a fitted effect of over 75% in size; some results filed as inactive show a strong effect at the top dose
Target sequence (P49798 whole entry, looked up): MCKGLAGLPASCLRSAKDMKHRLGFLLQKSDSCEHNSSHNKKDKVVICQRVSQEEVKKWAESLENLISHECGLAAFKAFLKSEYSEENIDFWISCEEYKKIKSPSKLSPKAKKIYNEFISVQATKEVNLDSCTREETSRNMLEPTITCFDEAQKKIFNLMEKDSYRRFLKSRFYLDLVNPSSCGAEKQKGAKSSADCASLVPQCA
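MLSMR compounds (23 nl, pin-transferred) preincubated 10 min at room temperature with a 500nM (2x) first reagent, then RGS4 at 900nM (2x) plus Transcreener GDP mix added; fluorescence polarization (620/688 nm) read before and after 90 min at 30 °C.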
ERG-DNA inh = ERG Ets/DNA interaction inhibition; AID 624246; Potency, µM (highest dose often 76.9 µM), inactives show at the top dose FP activity, negative = inhibition, usual class: inhibitors; 370,000 compounds, 0.028% hits; fluorescence polarization, His-ERG Ets domain / labelled DNA; P11308; active = well fitted inhibition curve with a large enough effect in the polarisation, with a control signal flat; inconclusive = small, poorly fitted or top-dose-only effect, or effect the other way, or a change in a side signal; inactive = no such curve, though single readings can be large or run the other way; the % refers to the polarisation;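 note: polarization taken with two DNA probes labelled with fluorescein and Texas red; potency is the fitted concentration of half-maximal effect; % of control where 0% means no effect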
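His-tagged ERG Ets domain (1 uM in the protein solution; 300mM KCl, 50mM Tris-HCl, 1mM EDTA, 1mM DTT, pH 7.5) received compound, then a probe mix of 5 nM fluorescein-DNA and 100nM Texas-615-DNA. Fluorescence polarization was read for both dyes.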
D2 ag = activates the human D2 dopamine receptor | 340,000 compounds, 0.53% hits | AID 485358 | P14416 | activation, % at 2 µM | HEK293 T-REx D2 cells, calcium flux agonist mode;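 active = activation over 3 SD above normal in the single-dose calcium agonist read, cut at about 30% in these data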; note: 0% is about no effect
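Agonism is scored from calcium flux in a force-coupled, inducible HEK293 cell line expressing D2, read kinetically for 180 s after compound addition against dopamine controls.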
Glioma ERSR ind = induces the endoplasmic reticulum stress response in human glioma cells; U87-MG GRP78 promoter luciferase reporter, 16 h; Potency, µM, inactives show at the top dose activation, hits mostly activators; 420,000 compounds, 0.02% hits; note: potency is the fitted concentration of half-maximal effect; series mostly up to about 76 µM; % of control where 0% means no effect; nearly all actives have a fitted effect of over 35% in size
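Stably transfected U87-MG human glioma cells carrying a GRP78-based luminescent sensor were seeded at 1000 cells/well, pin-dosed with compounds and incubated 16 h. Luciferase reagent was then added, and end-point luminescence was read after 10 min at room temperature.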
12-LOX inh = blocks human arachidonate 12S-lipoxygenase; purified 12hLO, xylenol orange hydroperoxide absorbance; P18054; 580,000 compounds, 1.1% hits; Potency, µM (top dose mostly 108 µM), for the others: at the top dose activity change, negative = inhibition, most hits filed as inhibitors; note: potency is the fitted concentration of half-maximal effect; % is set by controls: 0 for no effect and ±100 for the full control effect
Target sequence (P18054 whole entry, looked up): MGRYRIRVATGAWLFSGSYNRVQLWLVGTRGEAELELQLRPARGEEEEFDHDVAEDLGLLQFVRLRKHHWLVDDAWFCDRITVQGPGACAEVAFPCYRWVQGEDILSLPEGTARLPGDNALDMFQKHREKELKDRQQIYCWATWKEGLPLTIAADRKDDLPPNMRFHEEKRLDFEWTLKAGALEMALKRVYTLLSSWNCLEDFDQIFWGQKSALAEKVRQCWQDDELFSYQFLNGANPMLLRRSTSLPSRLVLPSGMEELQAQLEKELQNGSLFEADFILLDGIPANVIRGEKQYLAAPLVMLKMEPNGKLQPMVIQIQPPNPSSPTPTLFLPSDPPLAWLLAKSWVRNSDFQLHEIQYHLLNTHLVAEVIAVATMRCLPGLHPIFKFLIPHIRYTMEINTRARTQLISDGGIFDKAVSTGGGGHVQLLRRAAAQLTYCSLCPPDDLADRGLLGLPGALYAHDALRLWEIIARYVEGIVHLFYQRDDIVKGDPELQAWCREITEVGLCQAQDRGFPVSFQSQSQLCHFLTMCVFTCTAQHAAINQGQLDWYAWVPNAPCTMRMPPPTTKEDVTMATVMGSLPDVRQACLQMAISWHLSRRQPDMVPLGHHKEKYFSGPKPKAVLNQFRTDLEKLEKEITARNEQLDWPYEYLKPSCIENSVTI
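Purified human 12hLO at 150 nM in 25 mM Hepes, 0.01% Triton X-100, pH 7.0, preincubated 15 min at room temperature with compound. Reaction started with 40 uM arachidonic acid, 30 min at room temperature. Hydroperoxide measured by Fe-xylenol orange, 573/405 nm absorbance ratio.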
Vif-APOBEC3F blk = blocks the Vif interaction with APOBEC3F; Potency, µM (highest dose often 46.1 µM), for the others: at the top dose activity, negative = active; 390,000 compounds, 0.2% hits; HeLa A3F-eYFP + Vif (tagged APOBEC3F with the HIV-1 protein that degrades it), YFP fluorescence increase; note: potency is the fitted concentration of half-maximal effect; % of control where 0% means no effect; nearly all actives have a fitted effect of over 65% in size
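HeLa cells stably expressing Vif plus C-terminally eYFP-tagged A3F were seeded, incubated overnight at 37 deg C, dosed with compound, incubated overnight again at 37 deg C. Yellow fluorescence (Ex 488/Em 500-530) reported blocked Vif-mediated A3F-eYFP degradation.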
Vif-APOBEC3G blk = blocks the Vif interaction with human APOBEC3G; HeLa A3G-eYFP + Vif (tagged APOBEC3G with the HIV-1 protein that degrades it), YFP fluorescence, overnight; Potency, µM (series often up to 46.1 µM), for inactives: at the highest dose activity, negative = active, actives largely listed as inhibitors; 410,000 compounds, 0.076% hits; AID 602310;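 note: potency is the fitted concentration of half-maximal effect; % is set by controls: 0 for no effect and ±100 for the full control effect; nearly all actives have a fitted effect of over 60% in size; hits raise eYFP signal because A3G escapes Vif-driven loss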
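Read-out is eYFP fluorescence (Ex 488/Em 500-530) from Vif-expressing HeLa A3G-eYFP cells; more signal means A3G escaped Vif-mediated degradation. Cells plated overnight, compound pinned in, incubated overnight at 37 deg C.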
LDHA inh = blocks human lactate dehydrogenase A; P00338; purified LDHA, NADH/diaphorase-resazurin fluorescence; hits give low values; activity change, % (values are at about 110 or 230 µM); 480,000 compounds, 0.15% hits; AID 1347041; in the data active = activity change below about -30%; inconclusive = mostly about -25% to -30%;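 note: plate controls were DMSO wells for no effect and wells without enzyme for full effect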
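Remaining NADH was detected by diaphorase (0.133 mg/mL) converting 37 µM resazurin to fluorescent resorufin, read at 0 and 20 minutes. The preceding 5-minute room-temperature reaction used 2 nM LDHA, 0.2 mM sodium pyruvate and 0.06 mM NADH at pH 7.4.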
D2 antagonist = antagonizes the human D2 dopamine receptor; 340,000 compounds, 2% hits; inhibition, % at 10 µM; AID 485344; P14416; HEK293 TREx D2 cells, calcium flux, dopamine EC80; in the data active = inhibition above about 30%; note: 0% is about no effect
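Read-out: kinetic calcium fluorescence (1 cycle/s) in inducible HEK293 T-REx D2 cells after an EC80 dopamine addition that followed 180 s compound preincubation. Loss of the dopamine response indicates antagonism.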
Starred values were filed as active, the others as inactive; ? = inconclusive; nt = no result given; & = joins results of further samples; [ ] = dose if it differs, or a comment. Unless noted, calls come from the whole dose curve; as a rule, active = well fitted curve in the direction sought with a large enough effect; inconclusive = small, poorly fitted or top-dose-only effect, or another doubt; inactive = no such curve, though single readings can be large; an effect the other way counts as inactive or inconclusive. Not all compounds are listed; the hit share may differ from the screen's.

SMILES | RGS4 inh | ERG-DNA inh | D2 ag | Glioma ERSR ind | 12-LOX inh | Vif-APOBEC3F blk | Vif-APOBEC3G blk | LDHA inh | D2 antagonist
O=C(NN1CCOCC1)NC12CC3CC(CC(C3)C1)C2 | 7% | 9% | nt | -3% | 295%[activator] | -11% | 1% | 0 | nt
Cc1cccc(C)c1NC(=O)COC(=O)CSc1nnc(N)s1 | -13% | -2% | -0.1 | -3% | ? | ? | 1% | -3 | 20
CC(=O)NC1C(OC(=O)/C=C/c2ccccc2)OC(COC(C)=O)C(OC(C)=O)C1OC(C)=O (configuration not stated) | -9% | -16% | 0.1 | -2% | 12% | 1% | -1% | -3 | 9
COc1cccc(OCc2cc(=O)n3c(-c4ccccc4)csc3n2)c1 | 2% | 1% | -0.4 | -1% | -27% | -2% | 4% | 2 | nt
COc1cc(OC)cc(-c2nc(=S)n3ccsc3n2)c1 | 28% | 2% | 3.1 | -4% | 0% | 8% | 2% | -5 | 7
C/C(=N\NC(=O)CN(c1ccc(Oc2ccccc2)cc1)S(C)(=O)=O)C(C)(C)C | 5% | -3% | -0.1 | 0% | 1% | 3% | 6% | -4 | -16
CN(CC(=O)NC1CC(C)(C)NC(C)(C)C1)S(=O)(=O)c1ccc(Br)cc1 | 2% | -8% | 0.8 | -3% | 0% | -1% | 0% | -13 | -11
CSc1ccccc1NC(=O)CCc1ccccc1 | -25% | -7% | -0.1 | 6% | -9% | 4% | 0% | 0 | 6
CC(=O)N1CCOc2cc(S(=O)(=O)Nc3cccc(C(F)(F)F)c3)c(Cl)cc21 | -11% | 3% | -0.2 | -1% | -18% | 11% | 3% | -2 | nt
O=C(NC1CCCC1)c1cccnc1N1CCCCCC1 | 0% | nt | -0.1 | 0% | -7% | -5% | -1% | -4 | -2
COc1ccc(-c2csc(C)n2)cc1Br | -32% | 0% | 2.8 | 6% | -7% | 0% | 9% | -3 | 36*
Cc1ccc(NC(=O)C2CCN(S(=O)(=O)c3ccc4[nH]c5c(c4c3)CCCCC5)CC2)cc1 | -16% | 4% | 0.3 | -3% | -31% | 0% | 0% | 3 | nt
C=CCC[C@H](Cc1ccc(F)cc1)C(=O)OC[C@H](C)NC(=O)[C@H](CC=C)CC(=O)NCCO | -4% | 12% | nt | -4% | -5% | -5% | 2% | 1 | nt
Clc1ccc(Nc2nc(-c3ccccc3)c3cc(Cl)ccc3n2)cc1 | 14% | 1% | 7.3 | -3% | -26% | 2% | 6% | -21 | nt
Cc1ccc(N2C(=N)SCC2=O)cc1Cl | 21% | -3% | -0.7 | -3% | 0% | 5% | -7% | -3 | 15
NS(=O)(=O)c1ccc(CCNC(=O)c2cnc(Cl)c(Cl)c2)cc1 | -11% | 2% | -0.7 | -4% | -20% | 4% | -7% | -9 | -4
O=C(c1ccc2c(c1)OCO2)c1ccc[nH]1 | nt | nt | nt | 0% | 11% | 0% | 6% | -1 | nt
CCOC(=O)COc1ccc(CC)cc1C(=O)c1ccn2nc(-c3ccccc3)cc2n1 | 2% | -5% | 0.4 | -3% | ? | -12% | -10% | -7&1 | nt
Cc1ccc(NC(=O)Cc2nnc(SCC(=O)c3ccc(Br)cc3)n2C)cc1 | -20% | -3% | 0.2 | -1% | -28% | 0% | 0% | -4 | -12
COc1ccc(OC)c(CN2CCN(C(=O)[C@@H](NC(=O)c3cccc(C)c3)C(C)C)CC2)c1 | -24% | 7% | 0.3 | -4% | -4% | -6% | 0% | -6 | 20
Cc1ccccc1CSc1nnc(C)c(=O)[nH]1 | 9% | 7% | -0.6 | 3% | -5%[57.4 µM] | -1% | -1% | -9 | -13
Cc1ccc(-c2csc(N3CCC[C@@H]3C(=O)NCCn3c(-c4ccncc4)nc4ccccc43)n2)cc1 | -7% | 5% | -2.4 | -5% | 7% | 8% | -20% | -1 | -16
CSc1nsc(SCC(=O)N2CCN(c3ccccc3)CC2)n1 | -27% | 2% | -0.4 | 2% | 8% | 3% | -14% | 1 | -14
CCOC(=O)C1=C(O)/C(=C/c2ccc(-c3ccccc3C(=O)O)o2)SC1=Nc1ccc(C)cc1 | ? | 42%[activator] | -0.7 | -3% | ? | ? | -10% | 1 | 19
CCOc1ccc(S(=O)(=O)N2CCN(C(=O)c3cc([N+](=O)[O-])ccc3N3CCOCC3)CC2)cc1 | -4% | -2% | nt | -3% | ? | -5% | 2% | -12 | nt
CCOC(=O)C1(C)CCCN1C(=O)c1cccc2ccccc12 (configuration not stated) | nt | nt | nt | 1% | -16% | nt | -3% | -7 | nt
COC(=O)c1ccccc1NC(=O)Cn1cnc2sc(C)c(S(=O)(=O)N3CCC(C)CC3)c2c1=O | 22% | -4% | -0.1 | -4% | -19% | 5% | -2% | -9 | nt
O=c1oc2ccccc2c(O)c1CN1CCCCC1 | -22% | 1% | nt | 1% | ? | 3% | 5% | 0 | nt
CC1(C)CC(=O)C=C(NCCCN2CCCC2=O)C1 | 7% | -1% | nt | -4% | 0% | -7% | 0% | -2 | nt
O/N=C(\c1ccccc1)c1nccc2ccccc12 | 23% | -5% | 0.2 | 0% | 12% | 12% | -5% | -4 | -2
CC(=O)C1=C(C)NC(=O)NC1c1ccc(Cl)cc1 (configuration not stated) | 1% | 0% | 2.9 | -3% | 1% | 0% | -2% | -8 | -4
COCCn1c(=S)[nH]c2ccccc21 | -46% | -3% | -0.4 | -1% | -17% | -4% | 0% | -6 | -10
N#C/C(=C\c1cn(-c2ccccc2)nc1-c1ccccc1)S(=O)(=O)c1ccccc1 | 16% | -5% | 1.5 | -3% | -9% | -7% | 2% | -2 | -3
COc1c2c(nc3ccccc13)OC(C(C)(O)COC(C)=O)C2 (configuration not stated) | 16% | 0% | 0.9 | -1% | 7% | -5% | -2% | -13 | -1
CC(=O)N1c2ccc(S(=O)(=O)N3CCC(C(=O)NCc4ccccc4)CC3)cc2CC1C (configuration not stated) | 13% | 3% | 0.6 | 0% | -3% | 7% | -1% | -1 | 7
Cc1cc(/C=C2\SC(=S)N(Cc3ccco3)C2=O)c(C)n1-c1cccnc1 | -28% | 6% | 8.2 | 4% | ? | 11µM* | 5.6µM* | 0 | -5
Cn1cccc1CC(=O)NNC(=O)Nc1ccccc1F | 33% | 2% | 0.0 | 1% | 18% | -25% | -2% | -3 | 9
Cc1cc(C(=O)N2CCN(c3cc(Cl)ccc3C)CC2)on1 | 26% | -2% | -0.6 | 2% | 10% | 4% | 2% | 2 | 8
Cc1ccc(C(=O)Nc2nc3ccccc3n2CCN2CCCC2)cc1 | 10% | 2% | nt | -1% | 25% | -2% | -4% | -1 | nt
Cc1cccc(C)c1NC(=O)c1cc2sccc2n1Cc1ccc(F)cc1 | -12% | -2% | -0.9 | -1% | -20% | -4% | 0% | 0 | nt
CC1(C)C(=O)N(c2ccccc2)C1c1ccccc1O (configuration not stated) | 20% | -1% | -0.6 | -10% | -69% | ? | ? | -6 | -3
CCOC(=O)c1ccc(/C=C2\c3ccccc3C(=O)N2c2ccccc2)cc1F | 9% | 11% | nt | 4% | 0% | -3% | -9% | 0 | nt
CC(=O)Nc1ccc(S(=O)(=O)N2CCN(S(=O)(=O)c3cccs3)CC2)cc1 | 1% | 2% | -0.2 | -1% | -6% | -8% | -3% | -4 | 9
COc1cc(/C=C(\C#N)C(=O)Nc2ccc3c(c2)OCCO3)ccc1O | -5% | -6% | 8.7 | ? | ? | -29% | -27% | 0 | 5
CCCCCCCCCCCCCCCCn1cc[n+](C)c1 | -25%&-16% | 4%&13% | 0.1&1.0 | -7%&-15% | ? | 5%&4% | -8%&-1% | 2&-3 | -13&-2
CCN(c1cc(C)cc(C)c1)S(=O)(=O)c1nnc(NC(=O)c2ccccc2C)s1 | 1% | 5% | 0.8 | -2% | 0% | 2% | ? | 2 | nt
COc1ccc(-n2nc(C(=O)N3CCN(c4ccccc4OC)CC3)c3c4ccccc4n(C)c3c2=O)cc1Cl | -6% | -1% | -0.9 | -4% | -11% | -7% | 3% | -2 | nt
COc1ccc(CC(=O)NNC(=O)CN(C)S(=O)(=O)c2ccc(Cl)cc2)cc1OC | -4% | -6% | 0.1 | -3% | 3% | 2% | -4% | -4 | 0
O=C(Cn1ncc2c([nH]c3ccccc32)c1=O)N1CCCCC1 | -5% | 2% | 0.5 | -2% | 4% | -6% | -8% | -3 | 12
O=C(Nc1cc([N+](=O)[O-])ccc1N1CCCC1)c1cccs1 | -3% | 12% | -0.2 | -3% | 320%[activator] | -4% | -1% | -1 | -4
CCOc1ccc(S(=O)(=O)N2CCC(C(=O)NCc3cccnc3)CC2)cc1C | -11% | 7% | -1.1 | -2% | 16% | 1% | -2% | -5 | 11
c1ccc2c(N3CCCCC3)nc(N3CCCC3)nc2c1 | 0% | 5% | 1.0 | -3% | 0%&-8% | 1% | 3% | 1&-1 | 17
Cc1cc(C(=O)N2CCC(C(F)(F)F)n3nccc32)on1 (configuration not stated) | -9% | -1% | -2.3 | -4% | ? | 0% | -6% | 4 | 13
